SRC1 TRFRET art = flags TR-FRET format artefacts in PPARgamma SRC-1 recruitment agonist screen; TR-FRET detection artefact counter-screen, emission ratio; stronger effect = higher value; TR-FRET ratio at 8 µM; 99,000 compounds, 0.34% hits; in the data active = TR-FRET ratio above about 2300; also: inactives centre near 1800; reference of the scale not given here
SRC3 TRFRET art = counter-screen for PPARgamma SRC-3 recruitment agonists: TR-FRET artefact; TR-FRET ratio at 8 µM; PPARgamma/SRC-3 format; stronger effect = higher value; 99,000 compounds, 0.39% hits; in the data active = TR-FRET ratio above about 2000; also: inactives centre near 1600; reference of the scale not given here
Starred values were filed as active, the others as inactive. These rows are one share of the data; count on the stated rates, not on these rows.

The first 2 records (preview)
SMILES	SRC1 TRFRET art	SRC3 TRFRET art
COc1ccc(Nc2ncnc3ccc([N+](=O)[O-])cc23)c(OC)c1	1907	1523
COc1cc(CN2CC(=O)N(c3ccc(C)c(C)c3)C2=S)cc(OC)c1OC	1767	1593

This part in full (from the top)
SMILES	SRC1 TRFRET art	SRC3 TRFRET art
COc1ccc(Nc2ncnc3ccc([N+](=O)[O-])cc23)c(OC)c1	1907	1523
COc1cc(CN2CC(=O)N(c3ccc(C)c(C)c3)C2=S)cc(OC)c1OC	1767	1593
CNc1ccc(NC(C)=O)cc1[N+](=O)[O-]	1512	1497
CC(=O)NC(CC(=O)c1ccc([N+](=O)[O-])cc1)C(Cl)(Cl)Cl (stereo not drawn)	1812	1662
CN(CCc1ccccn1)C(=O)CC1C(=O)NCCN1Cc1ccccc1C(F)(F)F (stereo not drawn)	1368	1553
Clc1ccc(OCc2nc(-c3ccncc3)no2)c(Br)c1	1780	1574
CN(C)/C=C/C(=O)c1cnc(-c2cccc(Cl)c2)s1	1877	1751
COc1ccnc(Oc2ccccc2)c1C(N)=O	1551	1561
COc1ccc(NC(=O)Cn2c(CCC(=O)O)ccc2-c2ccc(C)cc2)cc1	1669	1285
Cc1c(O)c2c(=O)n(-c3ccccc3)c(-c3ccccc3)cc2oc1=O	1813	1645
CCOc1ccccc1NC(=O)C(Sc1nnnn1C)c1ccccc1 (stereo not drawn)	1887	1389
CN1CCN(C(=O)c2cc(Oc3c(F)c(F)c(F)c(F)c3F)cc(C(=O)N3CCN(C)CC3)c2)CC1	1908	1656
CC(NC(=O)C1c2ccccc2Oc2ccccc21)C1CCCO1 (stereo not drawn)	1864	1542
O=C(CSc1ccccc1)Nc1cc(S(=O)(=O)N2CCOCC2)ccc1N1CCOCC1	1708	1357
COc1ccc(NC(=O)C2=C(C)C(=O)OC23CCC(C)CC3)c(OC)c1 (stereo not drawn)	1562	1458
CCOC(=O)c1cnc2c(-c3ccc(Cl)cc3)cnn2c1C	1547	1399
COc1ccc(N2CCN(C(CNC(=O)C(=O)NCC3CCCO3)c3ccco3)CC2)cc1 (stereo not drawn)	1914	1662
ClC(Cl)(Cl)c1nc(N/N=C/c2ccncc2)c2ccccc2n1	1776	1618
O=C(Nc1ccccc1Cl)c1ccccc1	1513	1368
O=c1[nH]c(CCC2CCCC2)nc2ccccc12	1845	1533
NC(=O)COC(=O)c1cccc(S(=O)(=O)N2CCN(c3ccccc3)CC2)c1	1387	1437
COc1ccccc1OCCN(C#N)c1nc(N(C)C)nc(N(C)C)n1	1764	1297
Cc1cc(C)c(C)c(S(=O)(=O)N[C@@H](C)C(=O)OCC(N)=O)c1C	1832	1627
CC(=O)Nc1ccc(NC(=O)CCCSc2nc3ccccc3s2)cc1	1881	1682
Cc1nc2sc(C(=O)OCC(=O)N3c4ccccc4CC3C)c(C)c2c(=O)[nH]1 (stereo not drawn)	1866	1573

Copied from the list:
`CN(CCc1ccccn1)C(=O)CC1C(=O)NCCN1Cc1ccccc1C(F)(F)F` (stereo not drawn) | SRC1 TRFRET art: 1368
`NC(=O)COC(=O)c1cccc(S(=O)(=O)N2CCN(c3ccccc3)CC2)c1` | SRC3 TRFRET art: 1437
`O=C(Nc1ccccc1Cl)c1ccccc1` | SRC1 TRFRET art: 1513
`COc1ccccc1OCCN(C#N)c1nc(N(C)C)nc(N(C)C)n1` | SRC1 TRFRET art: 1764
`CC(=O)NC(CC(=O)c1ccc([N+](=O)[O-])cc1)C(Cl)(Cl)Cl` (stereo not drawn) | SRC1 TRFRET art: 1812
`Cc1cc(C)c(C)c(S(=O)(=O)N[C@@H](C)C(=O)OCC(N)=O)c1C` | SRC1 TRFRET art: 1832

Whole records from above. Screens in order: SRC1 TRFRET art | SRC3 TRFRET art
Shown for `CN(C)/C=C/C(=O)c1cnc(-c2cccc(Cl)c2)s1` : 1877 | 1751
Shown for `O=c1[nH]c(CCC2CCCC2)nc2ccccc12` : 1845 | 1533
Shown for `COc1ccc(NC(=O)C2=C(C)C(=O)OC23CCC(C)CC3)c(OC)c1` (stereo not drawn) : 1562 | 1458
Shown for `CCOc1ccccc1NC(=O)C(Sc1nnnn1C)c1ccccc1` (stereo not drawn) : 1887 | 1389
Shown for `CC(=O)NC(CC(=O)c1ccc([N+](=O)[O-])cc1)C(Cl)(Cl)Cl` (stereo not drawn) : 1812 | 1662

More results follow:
SMILES	SRC1 TRFRET art	SRC3 TRFRET art
COc1ccc(NC(=O)CS(=O)CC(=O)NCC2OCCc3ccccc32)cc1 (stereo not drawn)	1754	1539
Cc1nn(-c2ccccc2)c(C)c1/C=N/NC(=O)c1ccccc1NS(=O)(=O)c1cccs1	1725	1700
O=C(c1ccccc1)N1CCC(=O)N1c1ccccc1	1790	1654
O=C(CCN1C(=O)c2ccccc2C1=O)NCCCn1ccnc1	1840	1531
CCOC(=O)C1=C(O)/C(=C/c2ccc(OCC(=O)O)c(OCC)c2)SC1=Nc1ccccc1	1790	1687
O=C1N=c2ccc(Br)cc2=C1c1sc(=S)n(NS(=O)(=O)c2ccccc2)c1O	1836	1504
O=C1N/C(=C/c2ccc(Br)s2)C(=O)N1c1ccccc1	1528	1492
O=C(O)c1cc2nccc(-c3ccc(F)cc3)n2n1	1516	1561
COc1ccc(Cc2nc(-c3ccccn3)no2)cc1OC	1755	1581
CCN=C(NCC)SC1CC(=O)N(c2ccc(OCC)cc2)C1=O (stereo not drawn)	2100	1390
COc1ccc(C)cc1NC(=O)COC(=O)Cc1ccc(-c2ccccc2)cc1	1798	1600
Cc1noc(C)c1COc1cccc(C(=O)OC(C)C(=O)Nc2c(C)n(C)n(-c3ccccc3)c2=O)c1 (stereo not drawn)	1938	1442
O=C(N/N=C/c1cccnc1)C1CCCCC1	1654	1463
Cc1ccccc1Nc1sc(C(=O)Nc2cccc(Cl)c2)c(N)c1C(N)=O	1799	1547
Cc1cccc(C(=O)NC(=O)Nc2c(C)cc(C)nc2C)c1	1939	1620
O=c1[nH][nH]c(-c2ccccc2)c1C=Nc1ccc(OC(F)(F)F)cc1	1567	1710
Cc1c(NC(=O)COc2cccc3c2OC(C)(C)C3)c(=O)n(-c2ccccc2)n1C	1696	1924
Cc1cc(Cl)ccc1C(=O)C1CCCN(C(=O)c2cnsn2)C1 (stereo not drawn)	1781	1728
O=C(c1n[nH]c2ccccc12)N1CCCCC1	1915	1545
Cc1ccccc1-n1ccnc1SCC(=O)NCc1ccco1	1769	1438
COc1c(C)cc(S(=O)(=O)N2CCOCC2)c(C)c1C	1736	1538
COc1ccccc1OCCC(=O)NCc1ccc2c(c1)OCO2	1961	1564
Cc1cc(C(=O)CN2CC(C)OC(C)C2)c(C)n1-c1ccccc1 (stereo not drawn)	1794	1560
COc1ccc(N2CCN(C(=S)Nc3ccc(S(N)(=O)=O)cc3)CC2)cc1	1792	1542
C#Cc1ccc([C@@H]2C=C(C(=O)N3CCN(Cc4ccccc4)CC3)O[C@H](OCC)[C@H]2CCCO)cc1	1772	1590

Continuation:
SMILES	SRC1 TRFRET art	SRC3 TRFRET art
O=C(COC(=O)c1cc(=O)c2ccccc2o1)NC1CCCCC1	1998	1704
O=C1OC(/C=C/c2ccc(Cl)cc2Cl)=NC/1=C\c1cccs1	1821	1777
CS(=O)(=O)Nc1ccc(C2=NN(S(C)(=O)=O)C(c3ccc4c(c3)OCO4)C2)cc1 (stereo not drawn)	1845	1619
CCc1nnc(NC(=O)CSc2nc(SC)ns2)s1	1795	1513
CCOC(=O)C(=O)NNc1ccc(C)cc1	1908	1756
Cc1onc(-c2c(F)cccc2Cl)c1C(=O)Nc1cccc(S(=O)(=O)NCc2ccco2)c1	1746	1419
O=C(/C=C/c1ccccc1)c1ccc2c3c(cccc13)CC2	1656	1464
CCN(CC)S(=O)(=O)c1cccc(C(=O)N[C@@H](C)c2nc3ccccc3[nH]2)c1	1884	1519
O=C(NCCc1c[nH]c2ccccc12)C(=O)NCC1CCCO1 (stereo not drawn)	2028	1625
Cc1ccccc1NC(=O)Cn1c([N+](=O)[O-])cnc1C	1904	1616
CCOc1[nH]n(-c2ccc(Cl)cc2)c(=O)c1C=NCC(=O)OC	1937	1635
CN1/C(=C\C(=O)Nc2ccc(Br)cc2)C(C)(C)c2ccccc21	1817	1550
O=c1c2ccccc2nnn1CSc1nnc(C2COc3ccccc3O2)n1-c1ccccc1 (stereo not drawn)	1781	1556
Cc1c(NC(=S)NC(=O)c2ccc(Br)o2)c(=O)n(-c2ccccc2)n1C	1815	1494
COC(=O)C(CC(C)C)NC(=O)/C=C/c1ccccc1Cl (stereo not drawn)	1742	1611
O=C(Nn1cnnc1)c1cc(-c2ccccn2)nc2ccccc12	1800	1427
O=C(NCCCl)c1ccc(OCc2ccccc2)cc1Cl	1809	1466
O=C(O)c1cccc(N/C(=N\S(=O)(=O)c2ccccc2)c2ccccc2)c1	1781	1449
CC(=O)Nc1ccc(CN2CCN(C3CCCCC3)C(CCO)C2)cc1 (stereo not drawn)	1422	1352
CCOc1ccc(-n2c(=O)c3c4c(sc3n(CC(=O)NCCCOC)c2=O)CCCCC4)cc1	1682	1573
CN1CCN(CCCNC(=O)c2ccc(/C=C3\Sc4ccccc4N(Cc4ccccc4F)C3=O)cc2)CC1	1359	1487
C=CCS(=O)(=O)N1CCC(CCOc2ccccc2)(C(=O)OCC)CC1	1635	1577
O=C1C=C(O)C(n2cncn2)C(c2cc(F)ccc2F)C1 (stereo not drawn)	1904	1885
CCCCNC(=S)N/N=C/c1ccc(C#N)cc1	1634	1416
O=C(CSc1nnc(C2CC2)n1-c1ccccc1)NCCN1C(=O)CSC1=O	1686	1537

Next records follow:
SMILES	SRC1 TRFRET art	SRC3 TRFRET art
Cc1ccc(S(=O)(=O)N2CCN(C(=O)c3ccccc3)CC2)c(C)c1NS(C)(=O)=O	1808	1430
Cn1ncc([N+](=O)[O-])c1C(=O)N/N=C/c1c[nH]c2ccccc12	1845	1459
CCc1ccc(NC(=O)CCc2nc3ccccc3[nH]2)cc1	1608	1354
Cc1c(NC(=O)c2cccs2)c(=O)n(-c2ccccc2)n1C	1514	1496
CCCC(=O)c1c(NCCO)cc(C)oc1=O	1645	1403
CCOCCCNCc1cccc(OCc2ccc(F)cc2)c1	1953	1730
CC(C)CCNC(=O)C(=O)NC1CCCC1	2074	1669
Cc1nnc(SCC(=O)N(C)c2ccccc2)n1Cc1ccccc1	1931	1295
O=C(CSc1nc2ccccc2n1Cc1ccc(Cl)cc1)N/N=C/c1ccc(C(=O)O)cc1	1898	1766
Cc1ccc(N(CC(=O)NCCSc2ccccn2)S(=O)(=O)c2ccc(F)cc2)cc1	1804	1731
Cn1c(=O)cc(SCC(=O)N2CCCC2)c2ccccc21	2601*	2626*
O=C(/C=C/c1cccc(OCc2ccccc2)c1)c1cccnc1	1615	1480
O=S(=O)(c1cccc(-c2nnc(SC(F)F)n2-c2ccccc2)c1)N1CCCCC1	1834	1534
CCN(CC)CCN(Cc1cc2cc(C)cc(C)c2[nH]c1=O)C(=S)NCc1ccco1	1585	1659
C=C1/C(=C\C=C2/CCC[C@]3(C)[C@@H]([C@H](C)CCCC(C)(C)O)CC[C@@H]23)C[C@@H](O)C[C@@H]1O	1818	1665
COCc1ccc(CN2CCCC(CCC(=O)NCc3cccc(OC)c3)C2)o1 (stereo not drawn)	1675	1540
CCOC(=O)c1sc2nc(C)nc(N3CCCCC3C)c2c1C (stereo not drawn)	1941	1697
Cn1cc(CN2CCc3c([nH]c4ccccc34)C2C2CCCCC2)cn1 (stereo not drawn)	1938	1960
COC(=O)c1ccc(C(=O)OC)c(NC(=O)C(C)C)c1	1834	1558
CCc1nnc(NS(=O)(=O)c2ccc(NC(=O)c3cc4ccccc4oc3=O)cc2)s1	1735	1645
CC(=O)C1=C(O)C(=O)N(CCO)C1c1ccccc1 (stereo not drawn)	1738	1691
Cc1ccc(C(=O)N(Cc2ccccc2)C(C)(C)C)cc1C	1764	1437
CSCCC1COC(c2cccs2)=N1 (stereo not drawn)	1610	1653
CCCNC(=O)COC(=O)c1ccccc1OCC(=O)Nc1ccc(Br)cc1	1948	1510
Cc1cc(C)cc(NC(=O)CC23CC4CC(C2)CC(n2nnc(C)n2)(C4)C3)c1	1848	1440

(more compounds)
SMILES	SRC1 TRFRET art	SRC3 TRFRET art
COc1cccc(CNC(=O)C2CCN(S(=O)(=O)c3cnc[nH]3)CC2)c1	1580	1752
CC(=O)Nc1ccc(N/C(N)=N/c2nc(C)cc(C)n2)cc1	1659	1332
Cn1c2c(c(=O)c3ccccc31)CCC(C)(C)O2	1748	1729
CC1=CC(C)(C)N=C(Nc2ccc(C)cc2)S1	1836	1312
COC(=O)c1ccc(CNC(=O)CNc2cc(C(F)(F)F)ccc2N2CCOCC2)cc1	1557	1509
CC(=O)NNC(=S)NC(=O)c1ccc(C)cc1	1928	1615
COc1ccc(CCNC(=O)CSc2ccc(-c3ccccc3)nn2)cc1	1714	1463
S=C(Nc1ccc(Cl)cc1Cl)N1CCOCC1	1723	1661
O=C(c1ccc([N+](=O)[O-])cc1)N(Cc1ccccc1)c1ccccn1	1849	1595
Cc1csc(NC(=O)C2CC(=O)N(Cc3ccco3)C2)n1 (stereo not drawn)	2136	1542
Oc1c(C(c2ccc(Cl)cc2)N2CCCC2)cc(Cl)c2cccnc12 (stereo not drawn)	1895	1509
O=C1CN(C(=O)c2cc3ccccc3oc2=O)C(c2ccc(F)cc2)c2cc(Br)ccc2N1 (stereo not drawn)	1549	1395
CCOC(=O)c1cnn(-c2ccccc2)c1-n1cccc1C(=O)C(=O)N(CC)CC	1755	1324
CC(=O)OC(C(=O)NC1CCCCC1)c1ccccc1F (stereo not drawn)	1625	1506
CC(C)CN1CCN(Cc2cnc(N3CCOCC3)s2)CC1CCO (stereo not drawn)	1590	1566
O=C(COC(=O)Cn1[nH]c(=O)c2ccccc2c1=O)Nc1ccc2c(c1)OCO2	1801	1660
COCCNCCOc1ccc(C)cc1[N+](=O)[O-]	1756	1659
CCOC(=O)C1(CCOc2ccccc2)CCN(Cc2ccc(C)o2)CC1	1803	1796

An excerpt of these results, with bars between the fields.
canonical_smiles | SRC1 TRFRET art | SRC3 TRFRET art
O=C(COC(=O)Cn1[nH]c(=O)c2ccccc2c1=O)Nc1ccc2c(c1)OCO2 | 1801 | 1660
COCCNCCOc1ccc(C)cc1[N+](=O)[O-] | 1756 | 1659

Bioassay records as filed in PubChem.
